Source: PubChem BioAssay (NMMLSC)
CIT2 TOR yeast = modulators of TOR pathway CIT2-GFP in S. cerevisiae. S. cerevisiae CIT2-GFP strain, flow cytometry, 3 h; 100 means same as DMSO wells. GFP response vs DMSO, % at 10 µM. 0.065% of 320,000 active. AID 2029;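 active = GFP response relative to DMSO above a set limit, near the screen mean plus 3 SD, cut at about 150% in these data; inconclusive = Fewer than 70 cells measured for a yeast strain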;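 also: ratio of well median GFP fluorescence to mean of DMSO wells on the plate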
RPL19A TOR yeast = yeast TOR pathway RPL19A-GFP modulation | 0.3% of 330,000 active | percent response vs DMSO, % at 10 µM | AID 2025 | S. cerevisiae RPL19A-GFP strain, flow cytometry, 3 h; hits give low values;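 active = percent response vs DMSO below 50%; inconclusive = fewer than 70 events counted for the yeast strain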;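 also: median channel GFP fluorescence of the barcoded RPL19A-GFP strain; ratio of sample median GFP to plate DMSO average so 100% = DMSO; lower means less RPL19A-GFP as with rapamycin TOR inhibition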
AGP1-GFP MLPCN = alters AGP1-GFP fluorescence in TOR pathway yeast screen | 0.02% of 320,000 active | GFP response vs DMSO, % at 10 µM | S. cerevisiae AGP1-GFP multiplex flow cytometry, 3 h; GFP as percent of DMSO wells;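 active = GFP response relative to DMSO above a set limit, near screen average plus 3 SD, cut at about 150% in these data; inconclusive = fewer than 70 cells counted for the yeast strain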;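 also: median GFP channel fluorescence of the gated AGP1 strain per well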
MEP2 TOR yeast = alters MEP2-GFP fluorescence in TOR pathway yeast screen | S. cerevisiae MEP2-GFP strain, flow cytometry GFP, 3 h; 100% = DMSO control level | GFP response vs DMSO, % at 10 µM | 0.51% of 330,000 active | AID 2016;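 active = GFP response versus DMSO above a set limit, roughly screen mean plus 3 SD, cut at about 180% in these data; inconclusive = fewer than 70 cells counted for a yeast strain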;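 also: median GFP fluorescence of the barcode-gated MEP2-GFP cells per well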
Yeast superoxide = caloric restriction mimetics inhibiting age-related superoxide in yeast; S. cerevisiae aged cells, superoxide DHE fluorescence; hits give low values; superoxide response (% of plate mean), % at 10 µM; 0.18% of 330,000 active; AID 2690;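 active = superoxide response under a set limit, about three screen SD below normal, cut at about 65% in these data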;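 also: yeast aged for seven days with compound at 30 °C before DHE staining; 100% = average MFI of all compound-treated wells on the plate with controls excluded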
VLA-4 inh = inhibition in a human VLA-4 binding assay; P13612; inhibition, % (about 7 µM as worked out from the volumes in the protocol); VLA-4 expressing cells, ligand binding flow cytometry; 0.2% of 330,000 active; AID 2557; in the data active = inhibition above about 50%
Target sequence (P13612 whole entry, looked up): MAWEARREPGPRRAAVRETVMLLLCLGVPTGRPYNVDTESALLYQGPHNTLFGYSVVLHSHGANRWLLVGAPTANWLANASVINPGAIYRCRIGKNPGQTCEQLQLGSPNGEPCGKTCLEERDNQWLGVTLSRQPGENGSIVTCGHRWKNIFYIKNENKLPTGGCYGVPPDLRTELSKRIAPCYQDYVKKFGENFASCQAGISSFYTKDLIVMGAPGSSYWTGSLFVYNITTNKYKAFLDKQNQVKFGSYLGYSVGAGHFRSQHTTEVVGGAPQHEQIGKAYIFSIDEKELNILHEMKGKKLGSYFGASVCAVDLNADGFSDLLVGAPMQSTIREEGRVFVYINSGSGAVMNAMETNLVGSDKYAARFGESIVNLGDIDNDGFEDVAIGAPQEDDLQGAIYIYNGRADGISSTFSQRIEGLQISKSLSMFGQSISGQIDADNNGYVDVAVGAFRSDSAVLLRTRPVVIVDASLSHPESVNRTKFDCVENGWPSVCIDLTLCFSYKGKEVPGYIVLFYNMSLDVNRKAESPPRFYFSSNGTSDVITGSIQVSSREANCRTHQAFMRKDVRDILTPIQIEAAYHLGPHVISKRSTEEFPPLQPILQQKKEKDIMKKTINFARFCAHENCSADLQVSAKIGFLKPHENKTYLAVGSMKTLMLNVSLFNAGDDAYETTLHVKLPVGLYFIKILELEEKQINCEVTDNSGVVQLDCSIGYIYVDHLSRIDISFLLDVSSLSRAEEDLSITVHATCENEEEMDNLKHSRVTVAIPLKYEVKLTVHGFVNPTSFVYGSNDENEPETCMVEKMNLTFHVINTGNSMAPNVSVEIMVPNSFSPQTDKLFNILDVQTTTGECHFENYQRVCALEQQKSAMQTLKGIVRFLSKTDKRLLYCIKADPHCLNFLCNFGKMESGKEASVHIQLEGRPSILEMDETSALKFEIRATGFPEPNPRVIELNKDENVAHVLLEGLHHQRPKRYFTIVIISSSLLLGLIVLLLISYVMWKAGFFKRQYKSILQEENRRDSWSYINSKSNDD
GRK2 inh = human GRK2 inhibition via aptamer displacement. P25098. bead flow cytometry, FAM-aptamer displacement from GRK2. inhibition of aptamer binding, % at 10 µM. 0.59% of 330,000 active;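 active = inhibition of aptamer binding above 40%, roughly 3 SD of noise, on plates passing a quality check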;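 also: median bead fluorescence of bound FAM aptamer so fluorescent compounds give negative values; no value below 0 was filed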
LAP4 TOR yeast = alters LAP4-GFP fluorescence in TOR pathway yeast screen; GFP response vs DMSO, % at 10 µM; 0.34% of 320,000 active; S. cerevisiae LAP4-GFP multiplex, flow cytometry GFP, 3 h; median GFP as percent of DMSO wells;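 active = GFP response vs DMSO above a set limit, about the screen mean plus 3 SD, cut at about 150% in these data; inconclusive = under 70 cell events counted for the yeast strain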
An asterisk follows results filed as active; ? = inconclusive; [ ] = another dose, or the depositor's remark.

SMILES	CIT2 TOR yeast	RPL19A TOR yeast	AGP1-GFP MLPCN	MEP2 TOR yeast	Yeast superoxide	VLA-4 inh	GRK2 inh	LAP4 TOR yeast
CCc1cccc(NS(=O)(=O)c2c(C)[nH]c(=O)[nH]c2=O)c1	96	103	95	106	88	-4	1	90
O=[N+]([O-])c1cc(/C=N/O)ccc1Oc1cccc(Cl)c1	107	117	99	117	98	-2	1	78
CCOC(=O)CCCNC(=O)COC(=O)CCC(=O)c1ccc(F)cc1	93	98	93	95	97	1	0	88
CC1CCCN(S(=O)(=O)c2ccc(C(=O)Nc3nnc(C4=COCCO4)o3)cc2)C1 (stereo unspecified)	96	96	99	102	99	-22	3	97
CC(Oc1ccc2c3c(c(=O)oc2c1)CCC3)C(=O)NCCCn1ccnc1 (stereo unspecified)	100	92	95	95	110	4	1	88
Cc1cccc(C)c1OCC(=O)Nc1ccccc1N1CCCCC1	104[may fluoresce green]	96[may fluoresce green]	98[may fluoresce green]	100[may fluoresce green]	88	-2	3	83[may fluoresce green]
CCCC(=O)N1CCCC(c2nc(-c3cccs3)no2)C1 (stereo unspecified)	103	98	101	106	132	-1	2	100
CCCN1CCN(C(=O)c2cc3c(s2)-c2ccccc2OC3)CC1	102	102	106	103	88	49	4	105
O=C(COC(=O)CCCSc1nc2ccccc2[nH]1)Nc1ccc(Cl)cc1	111	107	117	112	105	9	0	101
COc1ccc(C(=O)COC(=O)CNC(=O)c2cccs2)cc1Br	98	105	99	102	97	-3	1	95
O=C(CNC(=O)c1ccccc1F)NCCOc1cccc(Cl)c1Cl	97	104	108	110	104	1	2	104
COCCOC1CCN(C(=O)C2CCC(=O)N(CCc3cccc(F)c3)C2)CC1 (stereo unspecified)	99	100	99	107	93	24	0	98
Cc1sc2ncnc(NCc3cccs3)c2c1C	106	101	99	105	99	4	6	92
O=C(/C=C/c1cccc(Oc2ccccc2)c1)N1CCOCC1	91	104	90	105	97	6	0	96
O=C(c1c(F)cccc1F)N(C1CCCCC1)C1CCCCC1	109	103	100	99	105	-10	2	90
CCN1CCCC1CNC(=O)CSCc1nc(-c2ccccc2C)oc1C (stereo unspecified)	87	98	105	98	113	-17	0	89
CC(OC(=O)C(C)Oc1ccccc1)C(=O)Nc1ccc(S(=O)(=O)N2CCCCC2)cc1 (stereo unspecified)	88	99	99	96	93	19	0	94
CC(=O)Nc1cccc(/C(C)=N/NC(N)=S)c1	96	91	97	86	86	0	0	98
COc1ccc(S(=O)(=O)Nc2ccccc2C(=O)N2CCOCC2)cc1C	104	103	95	101	105	3	0	97
COCCNC(=O)COc1ccccc1C	116	100	105	101	79	12	0	104
COc1cccc(-c2nn(-c3ccccc3)cc2CO)c1	90	96	92	100	87	3	0	104
O=C(c1ccc([N+](=O)[O-])cc1)N1CCN(C(=O)C2CCCCC2)CC1	144	98	113	111	93	-12	0	109
Cc1cccc(C)c1NC(=O)CN(C)C(=O)CC1OC(=O)c2ccccc21 (stereo unspecified)	108	98	112	99	85	35	1	104
COc1ccc(NC(=O)N2CCCC(C(=O)NCCc3ccccc3)C2)cc1 (stereo unspecified)	109	93	103	94	96	-6	3	99
CN1CCN(c2ccccc2NC(=O)c2ccc([N+](=O)[O-])o2)CC1	97	101	101	98	138	0	0	95
Cc1ccc(C(=O)NCC(=O)NC23CC4CC(CC(C4)C2)C3)cc1	99	92	91	91	116	-9	0	85
COC(=O)c1cc(C(=O)Cc2ccccc2)c[nH]1	91	92	92	96	89	23	4	95
Cc1cccc(NC(=O)CN2C(=O)S/C(=C\C(=O)Nc3ccc(Cl)cc3)C2=O)c1	111	106	104	112	99	5	1	95
CC1(c2ccccc2Cl)NC(=O)N(CC(=O)NC(=O)NCc2ccco2)C1=O (stereo unspecified)	112	99	104	108	83	11	0	101
O=C(COC(=O)c1ccccc1)NC1CCCCCC1	97	98	103	107	121	-1	0	101
Cc1ccc(C(=O)Nc2ccc3c(c2)OCCO3)c(C)c1	102	104	101	108	98	8	4	103
N#Cc1cc(-c2ccccc2)oc1NC(=O)c1ccccc1	97	96	98	96	87	-5	0	103
Cc1cc(C)cc(NC(=O)N2CCCN(c3c(Cl)cncc3Cl)CC2)c1	100	101	98	100	121	-1	0	103
COC(=O)CSC1=C(C#N)C(c2ccc(C(C)C)cc2)CC(=O)N1 (stereo unspecified)	90	98	103	93	98	26	2	100
O=C(CSS(=O)(=O)O)N1CCN(C(=O)c2ccoc2)CC1	112	104	108	107	99	-2	0	95
O=C(Nc1ccccc1)C1CC2CCCC(C1)C2=O (stereo unspecified)	101	102	107	104	108	-13	3	105
O=C(CSCc1ccccc1)Nc1ccccc1C(=O)Nc1ccc(C(=O)O)cc1	102	98	105	102	97	9	1	107
CC(=O)c1ccc(NC(=O)c2sc3nc(C)c(C)c(C)c3c2N)cc1	102	104	101	112	103	-1	1	99
Cc1ccc(NC(=S)NC(C)CCc2ccccc2)cc1C (stereo unspecified)	104	109	105	104	94	31	1	106
CCCN(Cc1nnc(-c2cccs2)o1)C(=O)CN1C(=O)NC2(CCC(C)CC2)C1=O (stereo unspecified)	104	99	103	99	88	14	3	97

2 consecutive entries from above:
SMILES	CIT2 TOR yeast	RPL19A TOR yeast	AGP1-GFP MLPCN	MEP2 TOR yeast	Yeast superoxide	VLA-4 inh	GRK2 inh	LAP4 TOR yeast
O=C(CSCc1ccccc1)Nc1ccccc1C(=O)Nc1ccc(C(=O)O)cc1	102	98	105	102	97	9	1	107
CC(=O)c1ccc(NC(=O)c2sc3nc(C)c(C)c(C)c3c2N)cc1	102	104	101	112	103	-1	1	99

Other entries follow:
SMILES	CIT2 TOR yeast	RPL19A TOR yeast	AGP1-GFP MLPCN	MEP2 TOR yeast	Yeast superoxide	VLA-4 inh	GRK2 inh	LAP4 TOR yeast
CO/N=C/c1ccc(N2CCCC2)c([N+](=O)[O-])c1	86[may fluoresce red]	?	?	?	91	2	0	?
COc1ccc(CNC(=O)C2=CCN(S(=O)(=O)c3ccc(C)cc3)CC2)cc1	107	101	104	104	92	-13	0	109
COc1ccc(CCNc2ncnc3nc[nH]c23)cc1OC	99	102	102	99	109	-4	0	103
O=C(Nc1ccccc1N1CCCCC1)c1ccc(F)c(S(=O)(=O)N2CCOCC2)c1	109	108	115	107	110	-7	1	108
CCN(CC)C1CCN(c2nc3nonc3nc2NCCOC)C1 (stereo unspecified)	94	98	99	91	98	9	4	105
CCCCCc1ccc(-c2cn(Cc3cccc(OC)c3)nn2)cc1	92	91	83	89	99	18	4	123
N#C/C(=C\c1ccccc1OCC(=O)O)c1nc2ccccc2[nH]1	94	105	91	103	98	10	0	99
NC(=O)C1=C[C@H](c2coc3ccccc3c2=O)C[C@H](OCc2ccc(CO)cc2)O1	119	99	91	94	104	-6	1	137
COC(=O)CSc1nnc(NC(=O)/C=C\c2ccc3c(c2)OCO3)s1	87	91	82	101	83	-10	0	82
CC(/C=N/N1CCN(c2ccccc2)CC1)=C\c1ccccc1	95	96	98	101	74	-2	1	100
O=C(NCC(c1ccco1)N1CCN(c2ccc(F)cc2)CC1)c1ccco1 (stereo unspecified)	99	97	102	101	101	3	0	94
Cc1cc(OCCCC(=O)NC2=NCCS2)ccc1Cl	104	99	99	102	100	4	0	101
C=CCC(CC=C)(C(=O)O)c1ccccc1	101	99	101	103	107	-6	1	96
COc1ccc(OCc2ccc(C(=O)NN)cc2)cc1	100	97	97	110	67	-6	1	105
O=C(Cc1cn2ccsc2n1)Nc1nc2c(s1)CCCC2	93	93	96	93	101	21	2	97
OC1(c2ccccc2)Cc2cccc[n+]2C1c1ccccc1 (stereo unspecified)	87	101	99	97	112	13	0	98
Cn1c(N)c(C(=O)COC(=O)c2ccc(Cl)nc2)c(=O)n(C)c1=O	91	99	92	94	94	7	0	99
CC(C)c1ccccc1NC(=O)COC(=O)Cc1c[nH]c2ccccc12	84	96	115	98	117	16	2	93
CCCCc1cc(=O)oc2c3c(cc(OCC(=O)N4CCC[C@H]4C(=O)O)c12)OC(C)(C)CC3	98	95	97	106	111	22	0	102
CC(NC(=O)C1CCN(S(=O)(=O)c2cccc3cccnc23)CC1)c1ccccc1 (stereo unspecified)	99	106	111	110	101	1	1	106

In the list so far, 10 contain four or more nitrogen atoms.
SMILES	CIT2 TOR yeast	RPL19A TOR yeast	AGP1-GFP MLPCN	MEP2 TOR yeast	Yeast superoxide	VLA-4 inh	GRK2 inh	LAP4 TOR yeast
CC1CCCN(S(=O)(=O)c2ccc(C(=O)Nc3nnc(C4=COCCO4)o3)cc2)C1 (stereo unspecified)	96	96	99	102	99	-22	3	97
CC(=O)Nc1cccc(/C(C)=N/NC(N)=S)c1	96	91	97	86	86	0	0	98
CN1CCN(c2ccccc2NC(=O)c2ccc([N+](=O)[O-])o2)CC1	97	101	101	98	138	0	0	95
CC1(c2ccccc2Cl)NC(=O)N(CC(=O)NC(=O)NCc2ccco2)C1=O (stereo unspecified)	112	99	104	108	83	11	0	101
Cc1cc(C)cc(NC(=O)N2CCCN(c3c(Cl)cncc3Cl)CC2)c1	100	101	98	100	121	-1	0	103
CCCN(Cc1nnc(-c2cccs2)o1)C(=O)CN1C(=O)NC2(CCC(C)CC2)C1=O (stereo unspecified)	104	99	103	99	88	14	3	97
COc1ccc(CCNc2ncnc3nc[nH]c23)cc1OC	99	102	102	99	109	-4	0	103
CCN(CC)C1CCN(c2nc3nonc3nc2NCCOC)C1 (stereo unspecified)	94	98	99	91	98	9	4	105
O=C(Cc1cn2ccsc2n1)Nc1nc2c(s1)CCCC2	93	93	96	93	101	21	2	97
Cn1c(N)c(C(=O)COC(=O)c2ccc(Cl)nc2)c(=O)n(C)c1=O	91	99	92	94	94	7	0	99

(further entries)
SMILES	CIT2 TOR yeast	RPL19A TOR yeast	AGP1-GFP MLPCN	MEP2 TOR yeast	Yeast superoxide	VLA-4 inh	GRK2 inh	LAP4 TOR yeast
O=S(=O)(Cc1ccccc1)NCc1ccccn1	97	97	99	104	102	5	4	104
CC(=O)Nc1ccc(S(=O)(=O)Nc2ccccc2C(=O)N2CCOCC2)cc1	111	107	102	108	94	-6	2	98
O=c1c2sccc2nc(SCc2cc(=O)n3ccccc3n2)n1-c1ccc(Br)cc1	100	99	95	102	90	6	1	91
CCc1noc(C)c1C(=O)N1CCCC(N2CCN(c3cccc(Cl)c3)CC2)C1 (stereo unspecified)	97	96	94	95	107	-5	0	88
Cc1cc(C(=O)COC(=O)c2n[nH]c(=O)c3ccccc23)c(C)n1C	88	90	91	94	98	-5	2	97
